Screens from PubChem.
OPRM1-OPRD1 inv: inverse agonists of human mu-delta opioid receptor heterodimerization | cell-based MOR-DOR heterodimer luminescence, inverse agonism | inhibition, % at 9.3 µM | 340,000 tested, 0.21% active; in the data active = inhibition above about 22%, passing the limit was not always enough;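 note: 0% = cells with DMSO and 100% = wells without cells with DMSO; values of inactives mirror those of a sister screen read the other way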
CAL PDZ FP: CAL PDZ (human) peptide binding inhibition; Q9HD26; AID 602252; inhibition, % at 24.9 µM; 300,000 tested, 0.92% active; purified CAL PDZ, TMR-peptide fluorescence polarization, 1 h;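 active = mean inhibition of at least 30% with at least half of replicates also reaching 30%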;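 note: 0% = DMSO neutral control and 100% = excess unlabeled competitor peptide PRC23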
MOR-DOR ag: OPRM1-OPRD1 heterodimerization agonism | P35372+P41143 | cells, luminescence | activation, % at 9.3 µM | 340,000 tested, 0.3% active | AID 504326; in the data active = activation above about 18%;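 note: 0% = vehicle-treated cells and 100% = reference agonist; values of inactives mirror those of a sister screen read the other way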
V-ATPase pH: regulators of yeast V-ATPase proton transport; S. cerevisiae, pHLuorin cytosolic pH fluorescence; response, % at 10 µM; 350,000 tested, 0.37% active; in the data active = response mostly above about 7.3%, no sharp cut-off; inactive = mostly below about 5.4%; note: actives read high; inactives centre near 0; some compounds called inactive have numbers as strong as hits; reference of the scale not given here
Keap1-Nrf2 PPI: disrupts human Keap1 binding to Nrf2 peptide; 340,000 tested, 0.15% active; inhibition, % at 9.4 µM; Keap1 Kelch-Nrf2 peptide fluorescence polarization, 1536-well; AID 504523; Q14145; in the data active = inhibition above about 12%;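 note: human Keap1 Kelch domain with fluorescein labeled Nrf2 9mer peptide probe; 0% = neutral control wells and 100% = peptide positive control; higher means more block of Keap1 binding to Nrf2 peptide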
Target sequence (Q14145 whole entry, looked up, the tested form may be a part): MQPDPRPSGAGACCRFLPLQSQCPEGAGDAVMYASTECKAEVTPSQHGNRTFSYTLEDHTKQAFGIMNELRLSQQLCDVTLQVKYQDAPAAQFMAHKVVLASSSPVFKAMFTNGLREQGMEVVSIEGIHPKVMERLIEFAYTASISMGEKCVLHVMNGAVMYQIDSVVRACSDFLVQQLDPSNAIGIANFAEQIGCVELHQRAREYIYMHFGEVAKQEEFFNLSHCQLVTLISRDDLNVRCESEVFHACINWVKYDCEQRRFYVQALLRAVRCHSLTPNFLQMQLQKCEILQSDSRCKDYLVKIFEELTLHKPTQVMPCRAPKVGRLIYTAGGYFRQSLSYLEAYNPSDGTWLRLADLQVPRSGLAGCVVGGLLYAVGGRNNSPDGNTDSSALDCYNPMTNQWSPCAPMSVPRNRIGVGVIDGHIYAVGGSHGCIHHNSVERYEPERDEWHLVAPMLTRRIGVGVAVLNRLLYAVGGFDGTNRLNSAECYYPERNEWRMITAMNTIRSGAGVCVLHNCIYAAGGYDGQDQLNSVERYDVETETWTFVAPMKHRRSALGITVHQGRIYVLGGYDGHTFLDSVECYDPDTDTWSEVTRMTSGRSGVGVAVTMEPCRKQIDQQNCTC
cardiac RTF act: increases calcium sensitivity of human cardiac regulated thin filaments; AID 493008; 340,000 tested, 0.24% active; P19429+P45379; activation, % at 7.2 µM; IANBD-labeled TnC RTF fluorescence at EC20 calcium; 0% EC20 calcium, 100% full calcium;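 active = activation above the mean over all tested compounds plus 3 SD, cut at about 30% in these data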;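 note: rise in fluorescence read as greater calcium sensitivity of cardiac thin filaments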
HTR5A ag: HTR5A agonism, opioid heterodimer counter-screen. HTR5A agonist assay, luminescence, cell-based. P47898. 340,000 tested, 0.61% active. AID 504692. activation, % at 9.3 µM; in the data active = activation mostly above about 9.5%, no sharp cut-off; inactive = mostly below about 7.6%;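 note: 0% = cells with vehicle only and 100% = reference agonist; strong numbers were not always called active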
Target sequence (P47898 whole entry, looked up): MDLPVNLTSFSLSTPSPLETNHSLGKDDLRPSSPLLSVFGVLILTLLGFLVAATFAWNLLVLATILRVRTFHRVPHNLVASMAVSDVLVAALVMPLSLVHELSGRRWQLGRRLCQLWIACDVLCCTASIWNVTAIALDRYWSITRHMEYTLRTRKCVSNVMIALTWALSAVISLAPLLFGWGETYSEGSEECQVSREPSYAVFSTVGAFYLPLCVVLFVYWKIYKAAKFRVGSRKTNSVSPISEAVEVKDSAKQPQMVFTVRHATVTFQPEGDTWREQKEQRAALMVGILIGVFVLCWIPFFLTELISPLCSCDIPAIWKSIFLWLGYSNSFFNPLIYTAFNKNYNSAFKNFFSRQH
Cardiac RTF inh: cardiac RTF calcium desensitization | inhibition, % at 7.15 µM | 340,000 tested, 0.12% active | P19429+P45379 | AID 493244 | IANBD-labeled cardiac RTF, Ca2+ fluorescence;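 active = inhibition above the mean inhibition of all tested compounds plus 3 SD, cut at about 17% in these data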;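 note: assay run at fixed EC70 calcium of 1.6 mM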
HTR5A inv ag: inverse agonist of human HTR5A in OPRM1-OPRD1 counter-screen; P47898; HTR5A cell line, luminescence, inverse agonism; inhibition, % at 9.3 µM; 340,000 tested, 0.083% active; in the data active = inhibition mostly above about 23%, no sharp cut-off; inactive = mostly below about 18%;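 note: 0% = cells with DMSO and 100% = no-cell wells with DMSO; some compounds called inactive have numbers as strong as hits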
C-LANA FP: inhibitors of KSHV LANA C-terminal domain DNA binding | MBP-C-LANA/FAM-LBS DNA binding, fluorescence polarization | inhibition, % at 9 µM | 340,000 tested, 0.078% active | AID 504423;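 active = highest replicate inhibition at or above 60% at 9 µM, even if other replicates fall short; inactive = all replicates below 60% inhibition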;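 note: 0% = neutral control wells and 100% = 4 µM acridine orange control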
Active calls of the source: *; · = not tested or not shown.

SMILES | OPRM1-OPRD1 inv | CAL PDZ FP | MOR-DOR ag | V-ATPase pH | Keap1-Nrf2 PPI | cardiac RTF act | HTR5A ag | Cardiac RTF inh | HTR5A inv ag | C-LANA FP
CCCC(=O)Nc1ccc2nc(SCC(=O)Nc3ccc(N4CCOCC4)c(Cl)c3)sc2c1 | 0 | -8 | 0.0 | -2 | 3 | 6 | 3 | 4 | -14 | -1.1
Cc1nc(-c2cccc(NS(=O)(=O)c3cccc4ccccc34)c2)cs1 | -18 | · | 3.3 | 1 | 0 | 3 | 0 | -5 | 0 | 0.2
Cc1cc(C(=O)N/N=C/c2ccc(C)o2)c2ccccc2n1 | 13 | -1 | -2.4 | 6 | -5 | -1 | 4 | -6 | 6 | -1.1
Cc1cc(OCC(=O)N(C)c2ccccc2)cc2c1C(=O)CC(C)(C)O2 | 1 | -3 | -0.3 | 0 | 0 | -3 | -1 | -13 | -2 | 0.9
O=C(CC(=O)c1ccccc1)Nc1cc([N+](=O)[O-])ccc1Cl | 9 | -2 | -1.8 | 9 | -9 | -4 | -1 | -17 | 4 | -1.8
CN(C)c1ccnc(C(=O)O)c1 | 11 | -3 | -2.1 | 5 | -2 | 1 | -6 | -4 | 15 | 0.6
O=C(c1c(F)cccc1Cl)N1CCN(S(=O)(=O)c2ccc3c(c2)OCCCO3)CC1 | -5 | 0 | 1.0 | -4 | -1 | 5 | -1 | -2 | -5 | -0.6
CCCOc1ccc(/C=N/NC(=O)CSc2ccccn2)cc1OC | 8 | · | -1.6 | -6 | 5 | 1 | -3 | -6 | -16 | -0.1
COc1ccc(N(CC(=O)Nc2ccc(C)cc2)S(=O)(=O)c2c(C)noc2C)cc1 | -2 | -3 | 0.3 | 1 | 0 | -5 | -3 | -8 | 9 | -0.7
O=C1/C(=C\c2ccc([N+](=O)[O-])cc2)CS(=O)(=O)C/C1=C/c1ccc([N+](=O)[O-])cc1 | 27 | -5 | -6.3 | 24 | -5 | -3 | -3 | -6 | 10 | 0.0
Cc1ccc(-c2cc(C(F)F)nc(N3CCC(C)CC3)n2)cc1 | -3 | -3 | 0.6 | 2 | -1 | 6 | 3 | 8 | -11 | -0.7
CCCC(=O)NC(c1ccco1)c1cc(Cl)c2cccnc2c1O (configuration not stated) | 0 | -4 | -0.1 | -1 | -4 | 7 | 7 | -17 | -18 | 0.4
COC(=O)c1sccc1NC(=O)c1ccco1 | 0 | -2 | 0.0 | 0 | 0 | 0 | 1 | -2 | 6 | 0.2
Cc1ccnc(NS(=O)(=O)c2ccc(NC(=O)C(C)(C)C)cc2)n1 | 20 | -1 | -3.8 | 4 | -3 | -7 | 1 | 4 | 7 | -0.2
Cn1c(SCc2ccc(Br)cc2)nc2c(c1=O)SCC2 | -2 | -9 | 0.5 | -5 | 1 | 1 | 3 | 3 | -8 | 17
COc1cc(C(=S)N2CCOCC2)cc(OC)c1OC(=O)c1cccc(C)c1 | -6 | 12 | 1.3 | 1 | 1 | -5 | -2 | 1 | 8 | -0.5
CCc1ccc(S(=O)(=O)N/N=C\c2cn(CC(N)=O)c3ccccc23)cc1 | 6 | -4 | -1.1 | 5 | -3 | -4 | 6 | 3 | -19 | 2.0
Cc1ccccc1NC(=O)c1sc2nc3c(c(-c4ccco4)c2c1N)CCC3 | -2 | -3 | 0.3 | 4 | 0 | 4 | 0 | -5 | 10 | 0.1
FC(F)(F)c1cccc(N2CCN(C(=S)NC3CCCC3)CC2)c1 | -50 | -4 | 8.4 | 5 | -5 | -9 | 4 | -3 | 9 | -0.7
CCOc1ccc(N2C(=O)CC(Sc3nnnn3-c3ccccc3)C2=O)cc1 (configuration not stated) | 7 | -3 | -1.6 | 1 | -2 | 4 | -4 | -16 | -15 | -0.3
O=C(NC1CCCc2ccccc21)C1CCN(c2nnc(-n3cccc3)s2)CC1 (configuration not stated) | -60 | -8 | 12 | -2 | 3 | -1 | 9 | -9 | -25 | 1.7
Cc1cccn2c(=O)c3cc(C(=O)NC4CCCC4)c(=N)n(C4CCCC4)c3nc12 | 20 | -1 | -3.4 | 3 | -4 | -3 | 4 | -20 | -6 | -2.8
Cc1cnc(C(=O)NCC(c2ccccc2)c2ccccc2)cn1 | 19 | -3 | -3.5 | 0 | -1 | 7 | -2 | 0 | 6 | 3.1
COc1ccc(S(=O)(=O)N2CCOCC2)cc1NC(=O)c1ccc(=O)[nH]c1 | 12 | -1 | -1.9 | -2 | -2 | -4 | -1 | -13 | 13 | 0.9
Cn1sc(NC(=O)c2ccccc2)nc1=O | 12 | -3 | -2.3 | 1 | 2 | -1 | 3 | -9 | 8 | 0.0
Cc1cccc(CCNC(=O)C2CCCN(c3cnccn3)C2)c1 (configuration not stated) | 9 | 3 | -1.8 | -2 | 1 | 0 | 1 | -4 | -4 | 1.0
CN(C)S(=O)(=O)c1cccc(NC(=O)COc2cccc3ccccc23)c1 | 2 | 5 | -0.4 | -2 | -3 | -11 | 2 | -19 | -5 | 0.9
O=c1c(Cc2ccccc2)c(O)ccn1Cc1ccc2c(c1)OCO2 | 5 | · | -1.0 | -2 | 2 | 1 | -4 | -15 | 6 | -0.1
O=C(Cc1ccccc1Cl)N1CCOCC1 | 4 | -1 | -0.8 | -4 | 1 | 8 | 3 | -7 | 7 | 0.5
NC(=O)CCCSc1nc2ccccc2[nH]1 | 6 | -1 | -1.1 | -4 | -1 | 6 | 4 | -2 | -9 | -0.4
COc1cc(OC)cc(C(=O)NCC(=O)OCC(=O)Nc2ccc3c(c2)OCO3)c1 | -6 | 25 | 1.2 | 11 | -2 | 3 | -2 | 2 | 6 | 1.1
S=C(NCC1CCCO1)N1CCN(Cc2ccccc2)CC1 (configuration not stated) | 18 | -2 | -3.9 | -3 | -8 | -2 | -3 | -4 | 10 | 1.0
Cc1cc2nc(-c3ccc(=O)[nH]c3)n(C)c2cc1C | 5 | -4 | -1.1 | -1 | -3 | -1 | 0 | -10 | 0 | -1.9
O=C(N/N=C/C=C/c1ccc2c(c1)OCO2)c1ccc([N+](=O)[O-])cc1 | -13 | 0 | 2.4 | 0 | -3 | 4 | -2 | -14 | -21 | -0.4
CC(CCc1ccccc1)NCC(O)c1ccc(O)c(C(N)=O)c1 (configuration not stated) | -1 | -4 | 0.2 | -3 | -5 | 3 | 1 | -2 | -4 | 2.3
COc1ccc(OCC(=O)NCCNC(=O)c2ccncc2)cc1 | -5 | -5 | 0.8 | 2 | -7 | 1 | 2 | -14 | -6 | -2.4
CCOc1ccc(S(=O)(=O)N(CC(=O)NC2CCCCC2C)Cc2ccco2)cc1 (configuration not stated) | 1 | · | -0.1 | -9 | 8 | 0 | 4 | -7 | -31 | -2.8
CC(Oc1ccccc1)C(=O)Nc1ccc(S(=O)(=O)Nc2nccs2)cc1 (configuration not stated) | 5 | -6 | -0.6 | 3 | 5 | -11 | 4 | 0 | -10 | -1.1
COC(=O)CNC(=O)CCC(=O)N1CCN(C(c2ccccc2)c2ccccc2)CC1 | 14 | -3 | -2.9 | 3 | -6 | 1 | 0 | 3 | -2 | -1.3
COc1ccc(N2CC(NS(=O)(=O)c3cccs3)CC2=O)cc1OC (configuration not stated) | -6 | -4 | 0.9 | 0 | -3 | 3 | 2 | -1 | 3 | 1.4
COc1cccc(CN(C)CCCn2cnc(C(=O)Nc3ccc(C)c(C)c3)n2)c1 | -5 | 0 | 1.1 | 1 | -4 | 8 | 4 | -8 | -15 | -2.1
COc1ccc(NC(=O)COC(=O)C2C3CC4OC(=O)C2C4C3)cc1 (configuration not stated) | 3 | -3 | -0.4 | 0 | -5 | 1 | 1 | -9 | -3 | -0.6
CS(=O)(=O)c1ccc(NCCN2CCOCC2)c([N+](=O)[O-])c1 | 15 | 0 | -2.8 | -1 | 0 | 0 | -3 | -8 | 7 | 2.1
O=C(O)CC(c1ccc(OC2CCCC2)cc1)N1C(=O)c2ccccc2C1=O (configuration not stated) | 13 | -6 | -2.8 | -3 | 1 | -8 | -3 | -7 | 12 | -0.8
CCN(C(=O)c1ccc(NC(=O)c2ccco2)cc1)c1ccccc1 | 20 | 57* | -4.0 | 2 | 1 | -6 | 7 | -2 | -17 | -2.1
CC(C)N1CC(C(=O)Nc2ccc(Cl)c([N+](=O)[O-])c2)CC1=O (configuration not stated) | 17 | -5 | -3.5 | 1 | -3 | -3 | 1 | -5 | -2 | -2.4
COc1ccc(-c2c(C(F)(F)F)nn(C)c2NC(C)=O)cc1 | 18 | 6 | -3.6 | -2 | -7 | -5 | 4 | 7 | -18 | 1.1
COc1ccc(-n2c(=O)c3ccccc3c3ccccc3c2=O)cc1 | 6 | -5 | -1.1 | -2 | -4 | -1 | 1 | -3 | 0 | -2.1
CCn1c(C(=O)NC2CCC(C)CC2)cc2sccc21 (configuration not stated) | -5 | -5 | 1.0 | -3 | -8 | -5 | 4 | 1 | 4 | 0.7
O=C(O)c1n[nH]nc1-c1ccccc1 | 11 | 2 | -2.3 | 1 | -3 | 5 | 1 | -13 | 3 | 2.6
O=c1[nH]c(-c2ccccc2Cl)nc2c1sc(=S)n2-c1ccccc1 | 12 | -9 | -2.4 | -2 | -3 | -2 | 3 | 0 | 3 | -0.4
Cc1ccc(S(=O)(=O)NCC2NCCc3ccccc32)cc1 (configuration not stated) | 11 | -4 | -2.2 | 0 | -6 | -10 | 2 | -3 | -24 | -1.3
C=CCn1cc(C(=O)NCCCOCC)c(=O)c2cc(S(=O)(=O)N(CC)CC)ccc21 | 9 | · | -1.8 | -1 | 0 | -2 | 1 | -3 | 8 | 1.7

Of the compounds above, eight have four or more nitrogen atoms:
SMILES | OPRM1-OPRD1 inv | CAL PDZ FP | MOR-DOR ag | V-ATPase pH | Keap1-Nrf2 PPI | cardiac RTF act | HTR5A ag | Cardiac RTF inh | HTR5A inv ag | C-LANA FP
CCCC(=O)Nc1ccc2nc(SCC(=O)Nc3ccc(N4CCOCC4)c(Cl)c3)sc2c1 | 0 | -8 | 0.0 | -2 | 3 | 6 | 3 | 4 | -14 | -1.1
Cc1ccnc(NS(=O)(=O)c2ccc(NC(=O)C(C)(C)C)cc2)n1 | 20 | -1 | -3.8 | 4 | -3 | -7 | 1 | 4 | 7 | -0.2
CCc1ccc(S(=O)(=O)N/N=C\c2cn(CC(N)=O)c3ccccc23)cc1 | 6 | -4 | -1.1 | 5 | -3 | -4 | 6 | 3 | -19 | 2.0
CCOc1ccc(N2C(=O)CC(Sc3nnnn3-c3ccccc3)C2=O)cc1 (configuration not stated) | 7 | -3 | -1.6 | 1 | -2 | 4 | -4 | -16 | -15 | -0.3
O=C(NC1CCCc2ccccc21)C1CCN(c2nnc(-n3cccc3)s2)CC1 (configuration not stated) | -60 | -8 | 12 | -2 | 3 | -1 | 9 | -9 | -25 | 1.7
Cc1cccn2c(=O)c3cc(C(=O)NC4CCCC4)c(=N)n(C4CCCC4)c3nc12 | 20 | -1 | -3.4 | 3 | -4 | -3 | 4 | -20 | -6 | -2.8
Cc1cccc(CCNC(=O)C2CCCN(c3cnccn3)C2)c1 (configuration not stated) | 9 | 3 | -1.8 | -2 | 1 | 0 | 1 | -4 | -4 | 1.0
COc1cccc(CN(C)CCCn2cnc(C(=O)Nc3ccc(C)c(C)c3)n2)c1 | -5 | 0 | 1.1 | 1 | -4 | 8 | 4 | -8 | -15 | -2.1
